PHOSPHO1 block = blocks human PHOSPHO1 phosphatase activity; Q8TCT1; recombinant PHOSPHO1, absorbance phosphatase assay; inhibition, % at 13.3 µM; hit rate 1.1% among 290,000; in the data active = inhibition above about 60%
Target sequence (Q8TCT1 whole entry, looked up): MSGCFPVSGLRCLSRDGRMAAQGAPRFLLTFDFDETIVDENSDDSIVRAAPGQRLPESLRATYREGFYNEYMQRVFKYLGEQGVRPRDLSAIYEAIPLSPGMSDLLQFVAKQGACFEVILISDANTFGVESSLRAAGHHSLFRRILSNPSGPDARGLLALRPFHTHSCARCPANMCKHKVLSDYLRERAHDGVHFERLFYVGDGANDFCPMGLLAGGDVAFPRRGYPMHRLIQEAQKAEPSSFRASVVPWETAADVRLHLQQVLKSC
MEKK2wt PB1 HTS = raises or lowers MEK5 binding to wildtype human MEKK2 PB1 domain | AID 1531 | binding response (% of control), % at 10 µM | hit rate 1.1% among 290,000 | bead flow cytometry, Alexa488-MEK5 binding to MEKK2 WT; actives lie on both sides | Q9Y2U5; in the data active = binding response below about 67% or above about 130%
V1R ag counter = activates human V1a receptor in oxytocin agonist counter-screen; P37288; CHO-V1R cells, Fluo-8 calcium fluorescence, agonist mode; 0% DMSO, 100% 3 nM vasopressin; activation, % at 3 µM; hit rate 0.25% among 320,000; AID 2797;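 active = activation above the mean activation of all tested compounds plus 3 SD, per screening run, cut at about 20% in these data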;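 note: signal is peak over basal fluorescence ratio across a 100 second FLIPR read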
NALP1 inh = inhibitors of NALP1 inflammasome in yeast | S. cerevisiae NALP1/ASC/caspase-1 growth, X-gal OD620, 72 h | inhibition, % at 10 µM | hit rate 0.61% among 280,000 | AID 2071; in the data active = inhibition mostly above about 24%, no sharp cut-off; inactive = mostly below about 32%; note: some compounds called inactive have numbers as strong as hits
GalR3 antag = human GalR3 antagonism; O60755; HEK293 GalR3-CNG cAMP membrane potential fluorescence; galR3 body fused to GalR1 C-terminus; inhibition, % at 3 µM; hit rate 0.44% among 360,000; AID 651719;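 active = inhibition above the screen-wide average plus 3 SD, cut at about 13% in these data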;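 note: forskolin and galanin both at EC90 stimulate the cells; cAMP rise reported by CNG channel membrane potential dye signal; 0% = forskolin plus galanin with DMSO and 100% = forskolin alone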
Target sequence (O60755 1-299 limits assumed): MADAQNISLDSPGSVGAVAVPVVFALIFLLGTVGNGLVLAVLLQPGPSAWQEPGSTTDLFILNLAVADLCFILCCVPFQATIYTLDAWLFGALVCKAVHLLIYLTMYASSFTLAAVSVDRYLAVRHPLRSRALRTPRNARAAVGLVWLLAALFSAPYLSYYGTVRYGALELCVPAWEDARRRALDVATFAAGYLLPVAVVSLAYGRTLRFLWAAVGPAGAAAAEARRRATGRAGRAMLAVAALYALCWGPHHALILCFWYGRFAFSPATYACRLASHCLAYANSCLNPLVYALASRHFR
MEKK2mut PB1 HTS = signal of MEK5 binding to mutant human MEKK2 PB1 domain; bead flow cytometry, Alexa488-MEK5 binding to MEKK2 mutant; percent response, % at 10 µM; hit rate 0.35% among 290,000; in the data active = percent response above about 24%, passing the limit was not always enough; note: inactives centre near 1; some results filed as inactive read as strong as hits; reference of the scale not given here
MEKK3 PB1 HTS = raises or lowers MEK5 binding to the human MEKK3 PB1 domain | Q99759 | bead-based flow cytometry, Alexa488-MEK5 binding to MEKK3; actives lie on both sides; 0 = blocked by unlabeled MEK5, 100 = vehicle | binding response (% of control), % at 10 µM | hit rate 1.4% among 290,000 | AID 1529;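 active = binding response more than 3 SD above or below the average of its plate-row segment, actives on both sides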;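 note: Alexa488 bead fluorescence after subtracting the streptavidin-only scavenger bead signal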
GPR7 antagonist = human neuropeptides B/W receptor 1 antagonism | P48145 | GPR7-expressing cells, fluorescence antagonist assay | inhibition, % at 4.4 µM | hit rate 1.1% among 290,000; in the data active = inhibition above about 16%, passing the limit was not always enough;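 note: cells stimulated with the agonist NPW; 0% = agonist with vehicle and 100% = vehicle without agonist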
Target sequence (P48145 whole entry, looked up): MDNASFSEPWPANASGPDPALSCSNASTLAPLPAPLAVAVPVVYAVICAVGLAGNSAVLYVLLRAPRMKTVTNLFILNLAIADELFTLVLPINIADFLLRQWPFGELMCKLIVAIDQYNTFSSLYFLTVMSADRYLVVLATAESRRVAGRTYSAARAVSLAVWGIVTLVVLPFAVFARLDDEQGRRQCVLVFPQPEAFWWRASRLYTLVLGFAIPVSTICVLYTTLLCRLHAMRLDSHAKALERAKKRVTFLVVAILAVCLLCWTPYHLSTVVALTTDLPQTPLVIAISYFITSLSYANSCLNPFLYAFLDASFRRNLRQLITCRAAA
OXTR ag = activates the human oxytocin receptor; P30559; CHO-OTR cells, Fluo-8 calcium fluorescence; normalized: DMSO 0%, oxytocin 100%; AID 2435; activation, % at 3 µM; hit rate 0.32% among 320,000;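 active = activation above the mean of all tested compounds plus 3 SD, cutoff set per screening run, cut at about 20% in these data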;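 note: peak over basal fluorescence ratio from a 100 s FLIPR kinetic read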
* hit, by the source's call; . = no result given; [ ] = dose if it differs, or a comment. Random draw from the library; overall some 5.4% were active at least once.

item	molecule	PHOSPHO1 block	MEKK2wt PB1 HTS	V1R ag counter	NALP1 inh	GalR3 antag	MEKK2mut PB1 HTS	MEKK3 PB1 HTS	GPR7 antagonist	OXTR ag
1	Cc1[nH]n(-c2ccccc2)c(=S)c1C=Nc1cccc([N+](=O)[O-])c1	107*	107	5.6	-4	-3	7	108	-3	0.0
2	COc1ccc(C(=O)NN)cc1	2	88	0.4	3	-3	-10	84	-2	-0.4
3	Brc1cc(Br)c2ncnc(N3CCCCC3)c2c1	-2	96	-1.4	-15	5	-1	98	-8	-1.9
4	Cc1cc(S(=O)(=O)N(Cc2ccccc2Cl)c2ccc3c(c2)CCC3)ccc1-n1cnnn1	-21	103	-0.1	21	-1	1	108	-8	-0.7
5	CCc1nc(N)c(C#N)c(-c2ccc(O)c(OC)c2)c1C	11	96	6.1	18	-3	-3	90	-13	2.3
6	O=[N+]([O-])c1ccc(Oc2ccc(S(=O)(=O)N3CCOCC3)cc2)cc1	17	89	6.7	18	-10	-3	96	17	5.0
7	O=C1c2ccccc2-c2onc3c(N4CCN(CCO)CC4)cc(N4CCN(C(=O)c5ccco5)CC4)c1c23	18	85	0.7	17	0	3	81*[inhibitor]	-14	0.3
8	Cc1nc(SCC(=O)c2ccccc2)n[nH]1	98*	90	0.7	7	-1	-11	83	-14	0.6
9	O=C1c2cccc([N+](=O)[O-])c2C(=O)N1c1c[nH]c(=O)[nH]c1=O	3	95	0.3	28	-2	-3	96	4	0.5
10	S=c1[nH]nc(COc2ccccc2)n1Cc1ccccc1	8	103	2.2	2	-5	2	120	-6	2.2
11	COc1ccc(CNN2CCCCC2C(=O)Nc2ccc(OC)c(OCC(C)C)c2)cc1OC (configuration not stated)	14	89	-0.9	.	-6	-17	91	-5	-0.2
12	COC(=O)C(NS(=O)(=O)c1ccccc1Cl)c1ccccc1 (configuration not stated)	34	96	0.7	-1	-2	-2	98	-6	-0.7
13	CN1CCN(/N=C/c2ccc(-c3ccccc3)cc2)CC1	-8	100	3.6	17	-7	-1	90	-2	9.6
14	Cc1ccc(/C(O)=C2\C(=O)C(=O)N(C)C2c2ccccc2[N+](=O)[O-])cc1 (configuration not stated)	29	101	-0.1	13	-9	-1	105	-2	-1.4
15	CC(C)(C)SCCNC(=O)CN1C(=O)c2ccccc2S1(=O)=O	2	105	0.2	5	-1	4	106	-7	0.6
16	COc1cccc(CC2(CO)CCCN(Cc3ccccc3-c3ccco3)C2)c1 (configuration not stated)	27	94	2.7	-7	-2	-5	90	0	0.9
17	Cc1ccccc1N1C(=O)C(Cl)=C(N2CCCCCC2)C1=O	21	97	-1.1	12	-5	-4	91	-11	-1.6
18	CCOC(=O)c1c(C)[nH]c(N=Nc2cc(C(=O)O)cc(C(=O)O)c2)c1C	-30	86	-0.2	.	-5	-3	84	-15	-0.2
19	O=C1/C(=C/c2ccccc2)CCCc2ccccc21	-11	99	0.5	57*	1	-2	105	22	-1.7
20	Cc1ccc(NC(=O)c2cccc(OCc3c(C)noc3C)c2)cc1	9	104	-1.3	36	-4	4	103	10	-0.4
21	COC(=O)c1c(NC(=O)C(C)C)sc2c1C(C(=O)OC)CC2 (configuration not stated)	2	107	0.4	7	-1	2	103	-10	-0.8
22	CC1CCCN(C(=O)c2ccc(CNc3c(N4CCCCC4)c(=O)c3=O)cc2)C1 (configuration not stated)	0	117	-0.3	13	4	14	114	-2	-0.5
23	CCSc1nc2c(cnn2-c2ccc(C)cc2)c(=O)[nH]1	-9	110	0.2	25	3	12	111	3	0.2
24	COCCCN1C(=O)c2ccc(C(=O)OCC(=O)NCCc3ccccc3)cc2C1=O	-27	93	0.8	-9	-5	-6	97	-5	1.3
25	CCOc1ccc(S(=O)(=O)N2CCN(Cc3ccc4c(c3)OCO4)CC2)cc1C	22	95	0.2	20	1	-7	98	-9	-2.0

Going on with the list.
item	molecule	PHOSPHO1 block	MEKK2wt PB1 HTS	V1R ag counter	NALP1 inh	GalR3 antag	MEKK2mut PB1 HTS	MEKK3 PB1 HTS	GPR7 antagonist	OXTR ag
26	O=C1NCC2=C1C(c1ccc(Br)cc1)Nc1ccccc1N2 (configuration not stated)	11	95	-0.3	5	-2	0	105	10	0.1
27	Cc1ccc(S(=O)(=O)N2CCCC(C(=O)NCC3CCCO3)C2)cc1 (configuration not stated)	10	97	0.0	3	-10	0	100	-18	1.2
28	Cn1nc(C(=O)OCC(=O)Nc2ccc(S(N)(=O)=O)cc2)c2ccccc2c1=O	24	105	0.5	10	-8	4	103	-15	-0.6
29	O=C(CSc1ccc2nnc(-c3ccncc3)n2n1)NCc1ccco1	12	104	0.7	-1	-2	2	103	-11	-0.1
30	Cc1c(N/C(=N/S(=O)(=O)c2ccc(Cl)cc2)c2ccccc2)c(=O)n(-c2ccccc2)n1C	-4	93	0.9	23	-3	-1	92	-12	0.1
31	Cc1ccc(C)c(NC(=O)C2CCCN(c3cnccn3)C2)c1 (configuration not stated)	17	99	0.5	18	-7	1	100	5	-0.8
32	CC1CCN(C2(O)C(=O)Nc3ccc(Cl)cc32)CC1 (configuration not stated)	8	101	0.7	17	-9	2	104	-7	-0.2
33	COc1ccc(-n2cc(-c3ccccc3)c3c(N4CC(C)OC(C)C4)ncnc32)cc1 (configuration not stated)	-16	100	-0.9	7	3	-1	104	-36	-1.6
34	CCCC(c1nnnn1CCc1ccccc1)N1CCN(C2CCCC2)CC1 (configuration not stated)	6	102	0.5	14	-5	3	100	-5	4.8
35	O=C(CN(C(=O)C1CSC(=O)C1)c1cccc(F)c1)NCc1ccc2c(c1)OCO2 (configuration not stated)	26	101	-0.7	6	-7	0	98	-5	1.5
36	COc1cccc(/C=N/NC(=O)CC(C)O)c1OC/C=C/c1ccccc1 (configuration not stated)	33	94	.	1	7	1	99	-14	.
37	O=C(NN1C(=O)C2C3CCC(O3)C2C1=O)c1ccco1 (configuration not stated)	-11	102	0.7	45	0	1	101	1	1.2
38	CCOC(=O)CC1CCCCN1Cc1cn[nH]c1-c1ccc(F)cc1F (configuration not stated)	1	103	1.0	-6	10	13	104	-4	1.2
39	Cc1ccc(S(=O)(=O)CCC(=O)NCc2ccccc2Cl)cc1	2	98	0.3	26	-2	-2	98	-4	-1.8
40	CN1CCN(c2nc(-c3ccccc3)nc(-c3ccccc3)c2C#N)CC1	16	146*	0.4	22	-6	22	116	-4	2.7
41	CC(C)NC(=O)c1ccc(-c2ccccc2C(F)(F)F)o1	-15	.	-0.5	7	-9	.	.	-2	-0.4
42	COc1ccccc1C(=O)N1CCCC(c2nc(-c3cc(OC)c(OC)c(OC)c3)no2)C1 (configuration not stated)	16	82	-0.2	-1	-6	-6	74	-20	-1.5
43	Cc1cc2nc(SCC(=O)Nc3nonc3C)c3c(c2cc1C)CCCC3	18	105	-0.5	8	-7	7	111	-6	0.6
44	COC1CCN(Cc2c(C(=O)N3CCN(C4CCCCC4)CC3)nc3ccccn23)CC1	47	107	1.9	17	.	3	102	-13	0.8
45	O=C(CN1CCC(C(=O)c2ccc3c(c2)OCCO3)CC1)NC1CCCC1	23	97	0.3	18	-3	-8	97	3	0.5
46	CC(=O)c1cccc(-n2nnnc2SCC(=O)N2CCCC2)c1	-11	100	0.7	.	-2	-2	101	-8	0.9
47	COc1cc(OC)cc(C(=O)N2CCC(C(=O)N3CCOCC3)CC2)c1	40	106	0.9	-2	-8	1	104	-5	0.4
48	O=c1[nH]c2ccc(NCc3ccc(OCc4ccccc4Cl)cc3)cc2[nH]1	22	100	.	30	-10	-3	101	0	.
49	O=C(NNC(=O)C1CCCO1)c1ccccc1Cl (configuration not stated)	1	115	1.2	.	2	12	108	-11	2.4
50	CN(C(=O)c1ccc(OC2CCN(CCc3ccccc3)CC2)cc1)C1CCOC1 (configuration not stated)	37	98	2.8	-6	-2	-13	102	-9	1.5

Retrieved by compound from the entries so far:
item	molecule	PHOSPHO1 block	MEKK2wt PB1 HTS	V1R ag counter	NALP1 inh	GalR3 antag	MEKK2mut PB1 HTS	MEKK3 PB1 HTS	GPR7 antagonist	OXTR ag
26	O=C1NCC2=C1C(c1ccc(Br)cc1)Nc1ccccc1N2 (configuration not stated)	11	95	-0.3	5	-2	0	105	10	0.1
35	O=C(CN(C(=O)C1CSC(=O)C1)c1cccc(F)c1)NCc1ccc2c(c1)OCO2 (configuration not stated)	26	101	-0.7	6	-7	0	98	-5	1.5
38	CCOC(=O)CC1CCCCN1Cc1cn[nH]c1-c1ccc(F)cc1F (configuration not stated)	1	103	1.0	-6	10	13	104	-4	1.2

(cont.)
item	molecule	PHOSPHO1 block	MEKK2wt PB1 HTS	V1R ag counter	NALP1 inh	GalR3 antag	MEKK2mut PB1 HTS	MEKK3 PB1 HTS	GPR7 antagonist	OXTR ag
51	Cc1ccc(S(=O)(=O)N2CCCC2)cc1[N+](=O)[O-]	-4	103	0.3	17	1	0	102	-8	-1.9
52	Cc1ccsc1C(=O)N1CCCC(N(C)Cc2ccccc2)C1 (configuration not stated)	38	101	-0.1	16	-4	8	103	-9	-1.4
53	C=CCNC(=S)Nc1sc2c(c1C(=O)OCC)CC(C)(CC)OC2 (configuration not stated)	-25	96	-0.8	2	-6	12	98	-7	-0.9
54	CS(=O)(=O)N(Cc1ccco1)Cc1ccccc1Cl	18	103	4.9	-2	-2	2	104	-5	1.1
55	COCc1nnc(NC(=O)CCS(=O)(=O)c2ccccc2)s1	23	91	-0.6	14	-8	-5	100	-3	-0.2
56	COCc1ccc(C(=O)N2CCCC(N3CCN(c4ccccc4C)CC3)C2)s1 (configuration not stated)	40	94	-0.5	13	0	-1	97	0	-1.6
57	O=C1CCCc2sc3c(c2N1)CCCCC3	24	97	0.5	21	-5	-4	99	-6	1.7
58	CS(=O)(=O)N1CCC(Oc2ccccc2C(=O)N2CCNC(=O)C2)CC1	1	91	1.4	9	-6	-8	84	-3	1.0
59	COc1cc(OC)cc(OCC(O)Cn2cnc(-c3ccccc3)c2)c1 (configuration not stated)	-1	101	3.0	2	-8	2	99	-13	1.0
